Assay outcomes (PubChem)
DYRK1A inh = inhibitors of rat Dyrk1A kinase | Q63470 | ADP-Glo luminescence, NFATc1 peptide | inhibition, % at 12.5 µM | hit rate 0.43% among 310,000; in the data active = inhibition above about 50%;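 also: plate controls were vehicle with enzyme for no effect and no enzyme for full effect; many of its hits are not listed in these tables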
TRPC4 block = blocks the mouse TRPC4 cation channel; Q9QUQ5; HEK293 TRPC4beta/mu-opioid, DAMGO-evoked Fluo4 calcium flux; hits give low values; B-score at 10 µM; hit rate 0.39% among 300,000;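 active = B-score over 3 SD under the library average, no early fluorescence shift, positive overall ratio signal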
Target sequence (Q9QUQ5 whole entry, looked up): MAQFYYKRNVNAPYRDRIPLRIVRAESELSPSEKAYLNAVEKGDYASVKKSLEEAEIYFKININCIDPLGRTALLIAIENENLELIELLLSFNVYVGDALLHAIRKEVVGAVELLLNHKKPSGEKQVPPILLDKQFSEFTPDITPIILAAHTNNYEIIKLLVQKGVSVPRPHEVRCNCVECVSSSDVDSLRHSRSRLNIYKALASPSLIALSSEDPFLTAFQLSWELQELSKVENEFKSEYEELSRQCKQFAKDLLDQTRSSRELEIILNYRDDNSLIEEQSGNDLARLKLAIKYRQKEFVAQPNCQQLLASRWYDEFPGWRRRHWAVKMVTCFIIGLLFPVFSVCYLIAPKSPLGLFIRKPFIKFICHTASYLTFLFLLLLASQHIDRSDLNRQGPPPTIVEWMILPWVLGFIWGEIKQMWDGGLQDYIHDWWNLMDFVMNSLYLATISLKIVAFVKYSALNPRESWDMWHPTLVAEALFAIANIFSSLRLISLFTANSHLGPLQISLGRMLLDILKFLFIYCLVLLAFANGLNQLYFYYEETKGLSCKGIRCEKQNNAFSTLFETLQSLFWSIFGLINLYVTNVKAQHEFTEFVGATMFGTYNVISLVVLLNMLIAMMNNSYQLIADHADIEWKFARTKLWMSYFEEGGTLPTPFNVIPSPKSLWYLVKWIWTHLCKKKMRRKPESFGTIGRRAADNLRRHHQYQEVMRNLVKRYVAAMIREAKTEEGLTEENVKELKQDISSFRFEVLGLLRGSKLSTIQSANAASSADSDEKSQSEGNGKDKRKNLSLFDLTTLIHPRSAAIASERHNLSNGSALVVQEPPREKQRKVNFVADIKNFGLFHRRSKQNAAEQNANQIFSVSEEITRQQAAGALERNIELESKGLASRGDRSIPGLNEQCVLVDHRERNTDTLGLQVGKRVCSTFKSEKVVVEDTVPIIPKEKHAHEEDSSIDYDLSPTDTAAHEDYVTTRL
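Assay system: HEK293 cells with stable TRPC4beta plus mu-opioid receptor expression; Probe or stimulus: DAMGO in two steps, submaximal then maximal; Dosing: single-point compound dosing; Measured by: Fluo4 calcium-dye fluorescence, kinetic read; Read-out basis: B score from integrated Fluo4 fluorescence ratio.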
KCNK3 inh = human KCNK3 channel inhibition, primary screen | O14649 | CHO-KCNK3 thallium flux, FluxOR fluorescence; hits give low values | B-score at 10 µM | hit rate 0.84% among 340,000 | AID 602410;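 active = B-score under library mean minus 4 SD, starting fluorescence ratio at most library mean plus 5 SD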;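 also: more negative B-score means stronger inhibition of thallium flux through KCNK3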
PolyA inh = yeast polyadenylation inhibition. calls only at 12 µM. hit rate 0.02% among 300,000. S. cerevisiae SKY197-pL101 polyadenylation reporter, beta-gal luminescence; efflux-impaired pdr1/pdr3 knockout yeast; score 100 = 6 SD above DMSO;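 active = lowest replicate activity score at least 50, where 100 means six control SD above control mean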;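 also: yeast exposed to compound for 9 h at 30 °C; higher score means more reporter readthrough which indicates perturbed polyadenylation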
KCNQ1 act = potentiates or activates the human KCNQ1 potassium channel; AID 2648; hit rate 0.35% among 310,000; CHO-K1 KCNQ1, thallium flux FluxOR fluorescence; hits give high values; B-score at 10 µM; P51787;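 active = fluorescence ratio B-score, a plate-corrected score, at least three library SD, with initial intensity B-score within 5 SD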
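Doses: Single concentration per compound, DMSO matched to controls | Test system: KCNQ1-transfected CHO-K1 cells | Timing: 90 min dye loading and 20 min compound exposure, both at room temperature | Measured by: Kinetic FluxOR thallium fluorescence, 10-s 1-Hz baseline, 110-s post-stimulus read | Medium: Assay buffer with matched DMSO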
hERG protect = compounds protecting human hERG from proarrhythmic drug block; AID 1511; CHO-hERG, FluxOR thallium flux, dofetilide IC70 present; Q12809; activation (rescue from dofetilide block), less the hit threshold, % at 10 µM; hit rate 0.51% among 310,000;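 active = activation above the mean of controls blocked by dofetilide plus 5 SD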;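 also: thallium influx through hERG after potassium depolarization seen as dye fluorescence rise; in these data hits start at about 4.7%; inactives centre near -7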
TRPC4 act = activators of mouse TRPC4 channel; Q9QUQ5; HEK293 TRPC4beta/mu-opioid, Fluo4 calcium fluorescence; hits give high values; B-score at 10 µM; hit rate 0.49% among 310,000; AID 2237;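 active = B-score above 5 SD of library B-scores, and initial fluorescence ratio not above library mean plus 5 SD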;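 also: positive B-score marks a calcium rise read as TRPC4 activation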
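Incubation: 45 min room-temperature Fluo4 loading, 110 s read / System: HEK293 cells stably co-expressing mouse TRPC4beta and mu-opioid receptor / Signal: Fluo4 fluorescence, kinetic / Control set: buffer (low) and maximal DAMGO (high) / Measure: integrated baseline-normalised fluorescence ratio, converted to per-well B score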
KCNK9 inh = inhibitors of human KCNK9 two-pore domain potassium channel; Q9NPC2; HEK293 KCNK9, FluxOR thallium flux fluorescence; hits give low values; B-score at 10 µM; hit rate 1.2% among 310,000; AID 488922;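 active = ratio B-score over 3 SD below the library mean, with starting fluorescence within 5 SD of its mean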;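 also: negative B-score means less thallium flux so channel inhibition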
KCNQ1 inh = blocks the human KCNQ1 potassium channel | P51787 | CHO-K1 KCNQ1, FluxOR thallium flux fluorescence; hits give high values | B-score at 10 µM | hit rate 1.3% among 310,000;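 active = compounds whose thallium flux B-score, printed positive for inhibition, exceeds three library SD while starting fluorescence stays within three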;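 also: channel opened by potassium depolarization with thallium stimulus after 20 min compound exposure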
TRPC4 potent = allosteric potentiators of mouse TRPC4 channel; Q9QUQ5; HEK293 TRPC4beta/mu-opioid, DAMGO EC20, Fluo-4 Ca2+ flux; hits give high values; B-score at 10 µM; hit rate 0.42% among 310,000; AID 2227;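 active = B-score of calcium response area above 5 SD of library B-scores, with initial fluorescence ratio within 5 SD of library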;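 also: B-score of integrated fluorescence ratio over time as area under calcium response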
Platelet DG rel = platelet dense granule release activity; human platelet-rich plasma, SFLLRN dense granule ATP release, luminescence; inhibition, %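 (compounds screened at 7.5 µM in platelet-rich plasma)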; hit rate 0.22% among 300,000;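 active = mean replicate score, as percent of positive control, at or above 50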
An asterisk follows results filed as active; i = inactive; . = not tested or not shown; & = joins results of further samples.

SMILES | hERG protect | DYRK1A inh | KCNQ1 inh | KCNK3 inh | TRPC4 block | PolyA inh | TRPC4 act | KCNK9 inh | TRPC4 potent | Platelet DG rel | KCNQ1 act
CCN(C(=O)Oc1ccccc1)c1ccc(C(O)(C(=O)OC)C(F)(F)F)cc1 (stereo not given) | -9 | -13 | i | i | i | i | i | i | i | -17 | i
Cn1cc(NC(=O)CCl)cn1 | -2 | -1 | i | i | i | i | i | i | i | 7 | i
CCOc1ccc(-n2c(O)c(C=NCCN3CCNCC3)c(=O)[nH]c2=O)cc1 | -3 | 1 | i | i | i | i | i | i | i | 12 | i
CCC1CCCCN1P(=O)(c1ccc(C)o1)C(C)(C)C (stereo not given) | 1 | 3 | i | i | i | i | i | i | i | 4 | i
CCOC(=O)C1(CCc2ccccc2)CCN(Cc2cccc3c2OCO3)CC1 | -17 | 1 | i | i | -6* | i | i | i | i | 11 | i
Cc1cc([N+](=O)[O-])c2ccccc2[n+]1[O-] | -13 | -4 | i | i | i | i | i | i | i | 1 | i
OC12ONC(c3ccccn3)C1N1CCC2CC1 (stereo not given) | -6 | -2 | i | i | i | i | i | i | i | -2 | i
CC(=O)c1ccc2c(c1)C1C(Cl)C(Sc3ccccc3[N+](=O)[O-])CC1C(c1ccccc1[N+](=O)[O-])N2 (stereo not given) | -17 | -2 | i | i | i | i | i | i | i | 1 | i
O=P(O)(O)C12CC3CC(CC(C3)C1)C2 | 1 | -5 | i | i | i | i | i | i | i | 2 | i
Cc1ccc(-n2c(O)c(C=NCc3ccccn3)c(=O)[nH]c2=S)cc1 | -10 | . | i | i | i | i | i | i | i | 14 | i
O=C1NC(=O)C(CCc2ccncc2)(Cc2ccc([N+](=O)[O-])cc2)C(=O)N1 | -8 | -1 | i | i | i | i | i | i | i | 6 | i
Cc1cc(S(=O)(=O)NCc2ccccc2)ccc1OCC(=O)N1CCN(C)CC1 | -5 | -6 | i | i | i | i | i | i | i | -4 | i
O=S(=O)(c1ccccc1)N1CC1c1ccccc1 (stereo not given) | -10 | -2 | i | i | i | i | i | i | i | -4 | i
Cc1ccc(NC(=O)[C@@H](NC(=O)N2C[C@H]3C[C@@H](C2)c2cccc(=O)n2C3)C(C)C)cc1 | -6 | -2 | i | i | i | i | i | i | i | -5 | i
OC(CN1CCCCC1)c1c[nH]c2ccccc12 (stereo not given) | -9 | 12 | i | i | i | i | i | i | i | -7 | i
CCn1cc(C=C2C(=O)NC(=O)NC2=O)c2ccccc21 | -11 | -1 | i | i | i | i | i | i | i | 0 | i
COc1cc(/C=C(/C)[N+](=O)[O-])ccc1OCc1ccccc1Cl | -23 | 3 | i | i | i | . | i | i | i | 4 | i
Cc1cc2c(C(F)(F)F)cc(=O)oc2c2c1NCCC2 | -11 | 10 | i | i | i | i | i | i | i | 2 | i
C=CCn1c(O)c(C(CC)=NC2CC2)c(=O)[nH]c1=O | -10 | -2 | i | i | i | i | i | i | i | -6 | i
C=CCn1c(O)c(C(CC)=Nc2ccc(NC(C)=O)cc2)c(=O)[nH]c1=O | -7 | -6 | i | i | i | i | i | i | i | -2 | i
Cc1cc(S(=O)(=O)NCC(C)C)ccc1OCC(=O)N1CCN(Cc2ccccc2)CC1 | -7 | 2 | i | i | i | i | i | i | i | 1 | i
O=C(Cc1ccccc1)N1CCN(Cc2cccc(Cl)c2)CC1 | -3 | 2 | i | i | i | i | i | i | i | -5 | i
Clc1ccc(NC2=NCCCS2)cc1Cl | -6 | -5 | i | i | i | i | i | i | i | 4 | i
COc1ccc(CCN(C)Cc2c(F)cccc2F)cc1OC | -4 | -5 | i | i | i | i | i | i | i | -3 | i
COc1ccc(C(=O)N2CCOCC2)cc1S(=O)(=O)N1CCC(C)CC1 | -10 | 0 | i | i | i | i | i | i | i | 3 | i

Results in KCNK9 inh, for four of the compounds above:
| smiles | KCNK9 inh |
| --- | --- |
| O=S(=O)(c1ccccc1)N1CC1c1ccccc1 (stereo not given) | i |
| Cc1ccc(NC(=O)[C@@H](NC(=O)N2C[C@H]3C[C@@H](C2)c2cccc(=O)n2C3)C(C)C)cc1 | i |
| OC(CN1CCCCC1)c1c[nH]c2ccccc12 (stereo not given) | i |
| CCn1cc(C=C2C(=O)NC(=O)NC2=O)c2ccccc21 | i |

Returning to the listing, repeating the 3 entries before the break.
SMILES | hERG protect | DYRK1A inh | KCNQ1 inh | KCNK3 inh | TRPC4 block | PolyA inh | TRPC4 act | KCNK9 inh | TRPC4 potent | Platelet DG rel | KCNQ1 act
Clc1ccc(NC2=NCCCS2)cc1Cl | -6 | -5 | i | i | i | i | i | i | i | 4 | i
COc1ccc(CCN(C)Cc2c(F)cccc2F)cc1OC | -4 | -5 | i | i | i | i | i | i | i | -3 | i
COc1ccc(C(=O)N2CCOCC2)cc1S(=O)(=O)N1CCC(C)CC1 | -10 | 0 | i | i | i | i | i | i | i | 3 | i
CC(O)CNc1ccc([N+](=O)[O-])c2cccnc12 (stereo not given) | 1 | 30 | i | i | i | i | i | i | i | -7 | i
O=C(CCC(=O)N1CC2C[C@@H](C1)Cn1c2cccc1=O)NCCc1ccccc1F | -6 | 12 | i | i | i | i | i | i | i | -4 | i
Cc1c(N=Nc2c(O)n(C)c(=O)n(C)c2=O)c(=O)n(-c2ccccc2)n1C | -6 | -3 | i | i | i | i | i | i | i | -7 | i
Cc1nc2ccccc2c(=O)n1-c1cc([N+](=O)[O-])cc([N+](=O)[O-])c1 | 4.7* | -4 | i | i | i | i | i | i | i | -2 | i
O=S(=O)(NC1CN2CCC1CC2)c1ccc(Cl)cc1 (stereo not given) | -3 | 2 | i | i | i | i | i | i | i | -1 | i
COC(=O)c1cc2c(s1)=NC=NP=2(N1CCOCC1)N1CCOCC1 | -2 | -3&-3 | i | i | i | i | i | i | i | 2 | i
CCOC(C(=O)OCCCN(CC)CC)(c1ccccc1)c1ccccc1 | -4 | -2 | i | i | i | i | i | i | i | 1 | i
COC(=O)C1=C(c2ccc(S(C)(=O)=O)cc2)C[C@@H]2CC[C@H]1N2C(=O)NCCNC(C)=O | -3 | 2 | i | i | i | i | i | i | i | 0 | i
COc1ccc(CCN)cc1O | -8 | 0 | i | i | i | . | 43* | i | i | -3 | i
CCc1ccc(N2C(=O)NC(=O)/C(=C/c3ccsc3)C2=O)cc1 | -6 | . | i | . | i | i | i | i | i | -2 | i
C1=C(c2c[nH]c3ccccc23)CCNC1 | -10 | . | i | . | i | i | i | i | i | 2 | i
CN(C)P1(N(C)C)=Nc2c(c(N)nn2C)C(c2ccccc2)=N1 | -4 | 4&4 | i | i | i | i | i | i | i | 6 | i
Cc1cc(C=O)c(C)n1CC1CCCO1 (stereo not given) | -3 | 0 | i | i | i | i | i | i | i | -7 | i
CN1/C(=C\C=C2C(=O)NC(=O)NC2=O)C(C)(C)c2ccccc21 | -22 | -7 | i | i | i | i | i | i | i | 0 | i
Nc1ccc(S(=O)(=O)N2CCCCC2c2cccnc2)cc1 (stereo not given) | -3 | 10 | i | i | i | i | i | i | i | 4 | i
CN(C)C1=NC(N(C)C)=NP(N(C)C)(N(C)C)=N1 | -11 | -1 | i | i | i | i | i | i | i | -4 | i
COC(=O)C1=C(c2cccc(OC)c2OC)C[C@@H]2CC[C@H]1N2C(=O)NCc1cccc2ccccc12 | -14 | 18 | i | i | i | i | i | i | i | 4 | i
Cc1cc(C=C2C(=O)N(C)C(=S)N(C)C2=O)c(C)n1-c1ccncc1 | -4 | . | i | i | i | i | i | i | i | 8 | i
CCC(=NCCCN(CC)CC)c1c(O)n(-c2ccccc2)c(=O)[nH]c1=O | -9 | 2 | i | i | i | i | i | i | i | 6 | i
CC(C)(C)c1nc(N2CCN(C(=O)c3ccco3)CC2)c2nnn(Cc3ccccc3Cl)c2n1 | -12 | -7 | 7* | i | i | i | i | i | i | 5 | i
Cc1c(P(=S)(c2ccccc2)c2ccccc2)[n+]2ccccc2n1C | -12 | 1 | i | i | i | i | i | i | i | -3 | i
CCC1(C(=O)c2ccccc2)C2c3ccccc3OC(=O)C21C(C)=O (stereo not given) | -7 | . | i | i | i | i | i | i | i | -1 | i
CCCc1cc(=O)oc2cc(OCC(=O)N3CCN(Cc4ccc5c(c4)OCO5)CC3)ccc12 | -9 | -6 | i | i | i | i | i | i | i | 27 | i
O=[N+]([O-])c1cnc2ccc3ccccc3c2c1 | -12 | 11 | i | i | i | i | i | i | i | 3 | i
COC(=O)C1C2c3ccccc3OC1(C)N=c1s/c(=C/c3cn(C)nc3C)c(=O)n12 (stereo not given) | 0 | 12 | i | i | . | i | i | i | i | -3 | i
COc1ccc(N2CCN(CCc3ccncc3)CC2)cc1 | -3 | -1 | i | i | i | i | i | i | i | 8 | i
CC12CN3CCN(C1)CC(C)(C3)C2=NN | -9 | -1 | i | i | i | i | i | i | i | -13 | i
COC(=O)C1=C(c2cc3ccccc3s2)C[C@@H]2CC[C@H]1N2C(=O)NCCO | -7 | 9 | i | i | -6* | i | 72* | i | i | 0 | i
Cc1ccc(NC(=O)c2snnc2C)cc1Cl | -5 | 0 | i | i | i | i | i | i | i | 8 | i
C[C@]12CC[C@H]3C(CCC4(O)CC(O)CC[C@]34C=O)C1=CC[C@H]2c1ccc(=O)oc1 (stereo not given in full) | -8 | -3 | i | i | i | i | i | i | i | -3 | i
Cc1ccc(/C=C2/Sc3ccc(C(=O)N4CCC5(CC4)OCCO5)cc3NC2=O)cc1 | -7 | . | i | i | i | i | i | i | i | -5 | i
c1ccc2c3c([nH]c2c1)CNCC3 | -10 | 0 | i | i | i | i | i | i | i | 4 | i
Cc1ccc(-n2nc(C)c(C3C(C#N)=C(N)Oc4c3c(=O)oc3ccccc43)c2Cl)cc1 (stereo not given) | -6 | . | i | . | i | i | i | i | i | 3 | i
O=C(Cc1ccccc1)N1CCN(Cc2cccnc2)CC1 | -12 | 0 | i | i | i | i | i | i | i | 4 | i
COC(=O)CC1NC2CCCCC2NC1=O (stereo not given) | -7 | -9 | i | i | i | i | i | i | i | 4 | i

This is a subset (hit frequency here may not be typical).
